DENV2 CPE rescue: protects cells from dengue virus 2 cytopathic effect. DENV2-infected cells, cytopathic effect rescue, plate reader. CPE inhibition, % at 9.99 µM. 350,000 tested, 1.7% active. AID 651640; in the data active means CPE inhibition above about 20%, passing the limit was not always enough; inconclusive means no clear call, values can overlap the other calls; tested in BHK-21 cells;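 further: 0% = median of neutral control wells and 100% = median of positive control wells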
PAX8 reporter: lowers PAX8-driven luciferase in RMG-I cells. RMG-I TPO-luciferase reporter, SteadyGlo, 24 h. inhibition, % at 12.6 µM. 360,000 tested, 1.2% active. AID 652154;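 active means mean replicate inhibition at least 60% with every replicate also reaching 60%; inconclusive means only one of the two criteria is met; inactive means mean below 60% and not all replicates reaching 60%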;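 further: luciferase light reporting Pax8 driven TPO promoter activity; plate controls were median of neutral control wells for no effect and mitoxantrone controls for full effect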
ERp5 inh: ERp5 (human) disulfide isomerase inhibition; 350,000 tested, 0.05% active; inhibition, % at 9.99 µM; ERp5 insulin aggregation, absorbance 650 nm, 90 min; AID 651711; Q15084;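 active means mean replicate inhibition above about 25%, with every replicate also reaching it, limit read from the data, passing the limit was not always enough; inconclusive means only one of those two criteria met; inactive means neither criterion met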
Target sequence (Q15084 whole entry, looked up): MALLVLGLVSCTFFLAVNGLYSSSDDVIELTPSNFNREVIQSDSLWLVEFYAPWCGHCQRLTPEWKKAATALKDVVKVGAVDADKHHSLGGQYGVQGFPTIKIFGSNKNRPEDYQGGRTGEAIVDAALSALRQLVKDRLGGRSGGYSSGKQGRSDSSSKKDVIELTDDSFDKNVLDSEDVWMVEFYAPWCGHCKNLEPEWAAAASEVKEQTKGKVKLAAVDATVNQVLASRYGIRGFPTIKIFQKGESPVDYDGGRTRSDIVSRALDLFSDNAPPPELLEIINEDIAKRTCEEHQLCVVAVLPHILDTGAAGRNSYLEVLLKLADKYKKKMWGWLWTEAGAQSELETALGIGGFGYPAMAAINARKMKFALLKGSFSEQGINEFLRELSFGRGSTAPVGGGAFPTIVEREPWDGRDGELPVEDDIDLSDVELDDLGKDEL
GSIS activator: primary screen for activators of insulin secretion dependent on glucose, INS-1E cells, GLuc reporter luminescence; INS-1E GLuc reporter insulin secretion, 2-3 h; activation, % at 16.6 µM; 370,000 tested, 0.61% active;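 active means lowest replicate activation of at least 40%, so every replicate reaches that level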;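 further: 0% = median of neutral control wells and 100% = median of IBMX positive control wells; some compounds called inactive have numbers as strong as hits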
ARNT-TACC3 inh: disrupts binding between human ARNT and TACC3 | Q9Y6A5 | AlphaScreen His-ARNT PAS-B/GST-TACC3 binding, luminescence; TACC3 fragment carries E629A point mutation | inhibition, % at 9.99 µM | 390,000 tested, 0.66% active | AID 623870;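 active means mean inhibition of replicates at least 50% and at least half of replicates each reaching 50%; inconclusive means half or more replicates reach 50% but mean below 50%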;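 further: 0% = complete ARNT plus TACC3 wells and 100% = ARNT alone without TACC3; many hits fall short of the cut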
XiGFP reactiv: X-chromosome reactivation activator. XiGFP mouse fibroblasts, % GFP-positive cells imaging, 3 d; cells co-treated with 5-aza-dC sensitizer; scaled so ellipticine positive control = 100%. activation, % at 7.58 µM. 360,000 tested, 0.055% active. AID 743238;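 active means mean normalized replicate activation at least 10% and every replicate at or above 10%; inconclusive means only one of the two criteria met; inactive means mean below 10% and not all replicates reach 10%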;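 further: 0% = median of on-plate neutral control wells and 100% = ellipticine 6 µM median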
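System: 68-5-11 XiGFP fibroblast line | Buffer or medium: DMEM containing 5-aza-dC | Compound: Single point | Times: Compounds 3 days, fix/stain 15 min at room temperature | Benchmarks: Positive control ellipticine, 6 µM final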
EWS-Fli inh: EWS/Fli transcriptional activity inhibition; A673 NR0B1-luciferase reporter, viability-normalised; 350,000 tested, 0.67% active; inhibition, % at 12.6 µM; AID 651661;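 active means mean inhibition of at least 50% after viability correction, with every replicate also passing that limit; inconclusive means mean reaches 50% but only one of two replicates passes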;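 further: firefly luciferase signal divided by Alamar Blue viability fluorescence both relative to DMSO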
CFTR F508del cor: correctors of CFTR F508del function in bronchial epithelial cells; CFBE cells, YFP halide quenching; stimulated with forskolin plus potentiator P3; % fluorescence drop versus neutral controls; activity (quench increase), % at 7.58 µM; 350,000 tested, 0.36% active;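 active means mean added fluorescence quench of at least 8% versus neutral control, with both replicates also reaching 8%; inconclusive means only one of the mean or replicate conditions met; inactive means mean below 8% and not both replicates reaching 8%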;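 further: cells transiently co-express mutant CFTR-F508del with the halide-sensitive YFP; corrector assay measuring rescue of mutant channel to the surface after 24 h compound exposure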
* = called active by the depositor; ? = inconclusive; . = not tested or not shown.

SMILES	DENV2 CPE rescue	PAX8 reporter	ERp5 inh	GSIS activator	ARNT-TACC3 inh	XiGFP reactiv	EWS-Fli inh	CFTR F508del cor
CCCC1(c2ccccc2)NC(=O)N(CC(=O)Nc2ccccc2C(F)(F)F)C1=O (stereo not drawn)	-2	22	5	-3	9	0.0	3	-1.3
CCN(Cc1ccncc1)C(=O)c1ccco1	25*	18	1	7	0	0.0	3	-1.5
C[C@@H]1CCCCO[C@H](CN(C)C)[C@@H](C)CN([C@H](C)CO)C(=O)c2cc(NC(=O)Cc3ccccc3)ccc2O1	.	-12	.	16	.	0.0	0	-2.1
O=C(NCC1CCCO1)c1ccc(Cl)c(S(=O)(=O)N2CCCCC2)c1 (stereo not drawn)	12	10	-4	-10	0	0.1	10	3.0
CCOC(=O)c1nc(NNC(C)=O)sc1C	-3	8	1	23	0	-0.1	-5	-3.6
C[C@@H](NC(=O)[C@@H]1CCCN1C(=O)OC(C)(C)C)c1ccccc1	-4	-82	8	-11	.	-0.1	-8	1.8
Cc1ccc(C(=O)N/C(=C/C=C\c2ccccc2)C(=O)NCc2ccco2)cc1	0	-1	0	-26	.	0.0	-4	-1.5
CCCN(CCC)S(=O)(=O)c1ccc(C(=O)NNc2nc(-c3ccccc3)c3cc(Br)ccc3n2)cc1	.	33	5	.	.	0.0	5	-0.4
COc1cc([N+](=O)[O-])ccc1NC(=O)Nn1cnnc1	-7	6	1	-6	.	-0.1	.	-7.1
CN(CC(=O)NC1CCCC1)S(=O)(=O)c1cccc(Cl)c1	0	-10	8	0	2	0.2	-4	-1.9
Cc1ccc(-c2ccc3c(c2)O[C@H](CN(C)C(=O)Nc2ccccc2)[C@H](C)CN([C@@H](C)CO)S3(=O)=O)cc1	2	30	-5	-29	4	-0.8	9	2.0
C[C@@H]1CN([C@@H](C)CO)C(=O)c2c(c3ccccc3n2C)-c2ccccc2CO[C@@H]1CN(C)S(=O)(=O)c1ccccc1C#N	-3	-2	-3	1	.	-0.1	9	-1.9
CC(C)CCn1nnnc1CN1CCN(c2ccc(F)cc2)CC1	3	33	10	-22	-1	0.0	8	-1.1
C[C@H]1CCCCO[C@@H](CN(C)S(=O)(=O)c2cn(C)cn2)[C@@H](C)CN([C@@H](C)CO)C(=O)c2cc(NC(=O)NC3CCCCC3)ccc2O1	-3	3	2	5	-30	0.0	-3	-3.5
O=C(N/N=C/C=C/c1ccco1)c1cccs1	2	-22	-1	-7	8	0.0	-11	-2.4
CC(C)NC(=O)Nc1ccc2c(c1)C(=O)N([C@@H](C)CO)C[C@@H](C)[C@H](CN(C)S(=O)(=O)c1cn(C)cn1)O2	-5	.	11	11	-5	0.0	-5	0.4
O=C(Nc1ccccn1)C1CCN(S(=O)(=O)c2ccc3ccccc3c2)CC1	-5	-13	9	-15	25	-0.1	-10	-5.0
CCOC(=O)c1ccc(/C=N/O)[n+](Cc2ccccc2)c1	7	-7	4	8	3	0.0	8	0.8
O=C(COC(=O)c1ccccc1Nc1ccc(SC(F)F)cc1)NC1CC1	-11	-62	-5	12	-3	0.1	-47	0.3
CC1(C)CNC(=O)c2sc(NC(=O)c3ccccc3Cl)nc2C1	-2	-15	5	5	-3	0.0	-12	0.2
Cc1ccc(CSc2nc(N)cc(=O)[nH]2)cc1	-2	-16	5	-8	10	-0.1	-6	-0.3
Cc1ccc(S(=O)(=O)N2CCCCC2)cc1NC(=O)CCNC(=O)c1ccccc1	-8	15	1	-8	-13	0.2	2	-2.5
C[C@@H]1CN([C@@H](C)CO)C(=O)CCCn2cc(nn2)CO[C@H]1CN(C)Cc1ccc2c(c1)OCCO2	.	-43	.	35	.	-0.1	0	1.9
O=C(N/N=C/c1cccc([N+](=O)[O-])c1)c1cnccn1	.	-12	.	-5	1	-0.1	.	.
O=C1C2C3c4ccccc4C(c4ccccc43)[C@@H]2C(=O)N1c1cccnc1 (stereo partly drawn)	17	19	-6	-1	-9	0.0	1	-0.4
SMILES	DENV2 CPE rescue	PAX8 reporter	ERp5 inh	GSIS activator	ARNT-TACC3 inh	XiGFP reactiv	EWS-Fli inh	CFTR F508del cor
CCN(CC)CCN(Cc1cc2cc(C)cc(C)c2[nH]c1=O)C(=S)NCc1ccco1	.	-13	-3	-6	14	0.3	-3	.
C[C@H](CO)N1C[C@H](C)[C@H](CN(C)C(=O)Nc2ccc(C(F)(F)F)cc2)Oc2ccc(NC(=O)CCCCCC(=O)Nc3ccccc3N)cc2C1=O	-2	-1	-4	5	.	-0.2	18	-2.7
NC(=O)c1nsc(C(=O)N(Cc2ccco2)C(C(=O)NCC2CCCO2)c2ccc(O)cc2)c1N (stereo not drawn)	4	8	-1	15	10	0.0	-4	-1.6
COc1ccc(NC(=O)Nc2ccc3c(c2)C(=O)N(C)C[C@H](OC)[C@@H](C)CN[C@@H](C)CO3)cc1	.	25	.	-7	6	0.4	-16	2.0
COC(=O)C[C@H]1CC[C@H](NS(=O)(=O)c2ccccc2F)[C@H](CO)O1	5	0	0	6	0	-0.1	4	1.1
Cc1cc(C)cc(NC(=S)NC(=O)C2CC2)c1	1	-11	-8	6	0	0.0	.	0.3
CN1CCN(S(=O)(=O)c2cccc(C(=O)N(Cc3nnc(-c4ccccc4Cl)o3)C3CC3)c2)CC1	0	2	2	20	4	0.0	-7	1.6
C/C(=N/NS(=O)(=O)c1cc(C)ccc1C)c1c[nH]c2ccccc12	-5	10	1	3	-6	0.1	21	0.2
O=C(OCC(=O)N1CCC(Cc2ccccc2)CC1)c1ccc(CO)cc1	-5	0	-5	6	.	0.2	-6	-1.4
COc1ccc(OC)c(NC(=O)CCCSc2ccccc2)c1	9	-8	5	-6	2	0.5	7	1.6
CSc1ccc(CNc2ccc(C)c(C)c2)cc1	9	.	0	-43	5	.	-104	0.5
COc1ccccc1CCNC(=O)C(=O)NCC1OCCCN1S(=O)(=O)c1ccc(F)cc1C (stereo not drawn)	-8	-8	-8	-52	-10	-0.2	.	-5.5
C=CCNC(=S)N/N=C/c1ccc(-c2cccc([N+](=O)[O-])c2)o1	-4	29	5	13	2	0.6	16	-1.7
CO[C@@H]1CC[C@H]2CCN(C)C(=O)[C@H](C)CN(C)C(=O)c3cc(C#N)ccc3OC[C@@H]1O2	5	-2	-6	4	-7	0.0	-61	.
COc1ccc(NC(=O)N[C@@H]2CC[C@H](CCn3cc(-c4ccc(F)cc4)nn3)O[C@@H]2CO)cc1	3	-7	-7	-11	-4	0.0	-3	3.4
O=C(O)c1ccc(CNS(=O)(=O)c2ccc(Oc3ccccc3Cl)cc2)cc1	-2	-119	-3	-21	6	0.0	4	-0.6
COc1ccc(NC(=O)N2CC(=O)N3[C@H](CO)[C@H](c4ccc(C#CCC5CCCC5)cc4)[C@@H]3C2)cc1	-7	.	-2	-5	.	0.1	.	1.2
C[C@@H]1CCCCO[C@H](CN(C)S(=O)(=O)c2ccc(F)cc2)[C@@H](C)CN([C@@H](C)CO)C(=O)c2cc(NC(=O)C3CCCCC3)ccc2O1	.	-9	3	-12	-4	0.3	-7	-2.0
CC(=O)c1ccc(N2CCN(S(=O)(=O)c3c(C)[nH]c(C)c3C(=O)N3CCCCC3)CC2)cc1	6	4	-1	1	-3	0.0	.	2.3
O=C(Cc1ccc(Cl)cc1)Nc1cccnc1Cl	4	-5	7	11	.	0.1	-5	-0.3
CO[C@@H]1CC[C@@H]2CCOc3ccc(C#N)cc3C(=O)N(C)C[C@H](c3ccccc3)CC(=O)N(C)C[C@H]1O2	3	-2	-4	8	-7	0.1	-7	.
CCCCN(Cc1ccccc1)C(=O)C1CCC(=O)N(CCc2ccccn2)C1 (stereo not drawn)	1	12	5	9	-5	-0.2	.	-2.7
CCCN1[C@@H]2c3ccc(-c4ccccc4OC)c(=O)n3C[C@H]1[C@H](CO)[C@H]2C(=O)NCc1ccccn1	-5	.	-3	6	0	0.0	-1	.
COc1cccc(C(=O)Nc2cc3c(cc2Br)OCCCO3)c1	10	37	1	.	-31	0.2	-135	.
COC(=O)c1[nH]c2ccccc2c1NC(=O)C(C)N1CC(C)OC(C)C1 (stereo not drawn)	-4	6	3	4	0	0.0	7	-19

Given with two lines to a compound: part of the list above
Each structure is followed by: DENV2 CPE rescue, PAX8 reporter, ERp5 inh, GSIS activator, ARNT-TACC3 inh, XiGFP reactiv, EWS-Fli inh, CFTR F508del cor
- C[C@@H]1CN([C@@H](C)CO)C(=O)c2c(c3ccccc3n2C)-c2ccccc2CO[C@@H]1CN(C)S(=O)(=O)c1ccccc1C#N
 : -3, -2, -3, 1, ., -0.1, 9, -1.9
- CC(C)CCn1nnnc1CN1CCN(c2ccc(F)cc2)CC1
 : 3, 33, 10, -22, -1, 0.0, 8, -1.1

Continued.
SMILES	DENV2 CPE rescue	PAX8 reporter	ERp5 inh	GSIS activator	ARNT-TACC3 inh	XiGFP reactiv	EWS-Fli inh	CFTR F508del cor
COc1ccc(Cl)cc1N1C(=O)CN(Cc2cc(OC)c(OC)c(OC)c2)C1=S	?	3	?	-11	-1	0.0	25	0.4
O=C(COC(=O)CN1C(=O)C2CCCCC2C1=O)Nc1cc(S(=O)(=O)N2CCOCC2)ccc1Cl (stereo not drawn)	88*	-7	0	-3	-7	0.0	6	-1.9
O=C(N1CCOCC1)N1CCN(Cc2ccccc2)CC1	.	-41	4	10	0	.	.	.
O=C(/C=C/c1cccc(OCc2ccccc2)c1)c1cccnc1	2	33	4	-5	5	-0.1	-5	.
Cc1cc(NC(=O)COc2ccccc2C#N)no1	-6	-155	-5	11	.	0.2	-5	2.9
CC(=C/C(=O)O)/C(=C\c1ccc(Br)o1)C(=O)O	-3	14	-3	11	-2	0.0	-3	-0.1
O=C(CCc1nnc(CCc2ccccc2)o1)NC(c1cccnc1)C(F)(F)F (stereo not drawn)	10	-25	1	-3	-7	0.0	-6	-2.0
COc1ccccc1C(=O)Nc1c(C(=O)N2CCN(C)CC2)oc2ccccc12	-2	-16	6	17	1	0.1	.	-2.7
O=C(C1CCC(=O)N(C2CC2)C1)N1CCC(Oc2cccc(F)c2)CC1 (stereo not drawn)	-4	-1	4	1	.	0.0	.	1.2
C[C@@H]1CN([C@@H](C)CO)C(=O)c2cc(-c3cncnc3)cnc2O[C@@H]1CN(C)Cc1ccc(Oc2ccccc2)cc1	7	-26	0	-10	-4	-1.0	1	2.0
CCCOc1ccccc1NS(=O)(=O)c1ccc2[nH]c(=O)[nH]c2c1	2	14	6	20	11	-0.1	3	-1.9
CCc1ccc(C2=CC(=O)CC(C)(C)C2=O)cc1	8	-3	6	13	.	0.0	2	-1.2
O=C(COc1ccccc1F)Nc1c2c(nn1-c1ccccc1)CS(=O)(=O)C2	4	-8	-1	21	-2	0.0	-4	0.2
CCN(CC)CCNC(=O)C1(O)c2cc(Br)ccc2NC(=O)N1c1ccccc1 (stereo not drawn)	1	21	2	1	-3	-0.1	6	2.5
C[C@H](CO)N1C[C@H](C)[C@@H](CN(C)C(=O)NC2CCCCC2)Oc2ccc(NS(=O)(=O)c3ccccc3)cc2CC1=O	7	-4	0	1	1	-0.5	7	2.3
O=C(CC1SC(N2CCCCC2)=NC1=O)Nc1cccc(C(=O)NCc2ccccc2)c1 (stereo not drawn)	-14	8	-5	-2	-1	0.0	-3	.
CCCN(C)C[C@@H]1Oc2ncc(-c3ccccc3OC)cc2C(=O)N([C@@H](C)CO)C[C@H]1C	6	.	0	7	.	-0.7	.	-1.4
CCCN(C(=O)CSc1n[nH]c(-c2ccc(OC)cc2)n1)c1c(N)n(Cc2ccccc2)c(=O)[nH]c1=O	-5	-1	-1	2	.	0.4	5	2.8

Source: PubChem BioAssay (Broad Institute)
